Compound activity: PubChem, several laboratories
VIM-2 inhibitor: VIM-2 metallo-beta-lactamase inhibitors, primary screen, biochemical, epi-absorbance readout, Pseudomonas aeruginosa enzyme; actives 0.89% (n = 290,000); purified VIM-2, nitrocefin hydrolysis, epi-absorbance fluorescence; inhibition, % at 5.6 µM;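 active = inhibition above the mean of all tested compounds plus 3 SD, cutoff set per screening run, cut at about 7.5% in these data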;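 also: red hydrolysis product quenches plate fluorescence so inhibitors raise well fluorescence; 0% = enzyme with DMSO and 100% = DMSO without enzyme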
p-CIP stab down: p/CIP-EGFP fusion destabilizers, primary screen, fluorescence, F442A cells; decrease of EGFP signal, % at 10 µM; actives 0.01% (n = 290,000); 16 h;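 active = EGFP signal decrease of at least 30% at 10 µM or well 3 SD below plate mean, unless failing retest; inactive = the rest, including hits failing retest or dose response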; also: some compounds called inactive have numbers as strong as hits; many of its hits are not listed in these tables
Target sequence (Q05BA5 1-1403): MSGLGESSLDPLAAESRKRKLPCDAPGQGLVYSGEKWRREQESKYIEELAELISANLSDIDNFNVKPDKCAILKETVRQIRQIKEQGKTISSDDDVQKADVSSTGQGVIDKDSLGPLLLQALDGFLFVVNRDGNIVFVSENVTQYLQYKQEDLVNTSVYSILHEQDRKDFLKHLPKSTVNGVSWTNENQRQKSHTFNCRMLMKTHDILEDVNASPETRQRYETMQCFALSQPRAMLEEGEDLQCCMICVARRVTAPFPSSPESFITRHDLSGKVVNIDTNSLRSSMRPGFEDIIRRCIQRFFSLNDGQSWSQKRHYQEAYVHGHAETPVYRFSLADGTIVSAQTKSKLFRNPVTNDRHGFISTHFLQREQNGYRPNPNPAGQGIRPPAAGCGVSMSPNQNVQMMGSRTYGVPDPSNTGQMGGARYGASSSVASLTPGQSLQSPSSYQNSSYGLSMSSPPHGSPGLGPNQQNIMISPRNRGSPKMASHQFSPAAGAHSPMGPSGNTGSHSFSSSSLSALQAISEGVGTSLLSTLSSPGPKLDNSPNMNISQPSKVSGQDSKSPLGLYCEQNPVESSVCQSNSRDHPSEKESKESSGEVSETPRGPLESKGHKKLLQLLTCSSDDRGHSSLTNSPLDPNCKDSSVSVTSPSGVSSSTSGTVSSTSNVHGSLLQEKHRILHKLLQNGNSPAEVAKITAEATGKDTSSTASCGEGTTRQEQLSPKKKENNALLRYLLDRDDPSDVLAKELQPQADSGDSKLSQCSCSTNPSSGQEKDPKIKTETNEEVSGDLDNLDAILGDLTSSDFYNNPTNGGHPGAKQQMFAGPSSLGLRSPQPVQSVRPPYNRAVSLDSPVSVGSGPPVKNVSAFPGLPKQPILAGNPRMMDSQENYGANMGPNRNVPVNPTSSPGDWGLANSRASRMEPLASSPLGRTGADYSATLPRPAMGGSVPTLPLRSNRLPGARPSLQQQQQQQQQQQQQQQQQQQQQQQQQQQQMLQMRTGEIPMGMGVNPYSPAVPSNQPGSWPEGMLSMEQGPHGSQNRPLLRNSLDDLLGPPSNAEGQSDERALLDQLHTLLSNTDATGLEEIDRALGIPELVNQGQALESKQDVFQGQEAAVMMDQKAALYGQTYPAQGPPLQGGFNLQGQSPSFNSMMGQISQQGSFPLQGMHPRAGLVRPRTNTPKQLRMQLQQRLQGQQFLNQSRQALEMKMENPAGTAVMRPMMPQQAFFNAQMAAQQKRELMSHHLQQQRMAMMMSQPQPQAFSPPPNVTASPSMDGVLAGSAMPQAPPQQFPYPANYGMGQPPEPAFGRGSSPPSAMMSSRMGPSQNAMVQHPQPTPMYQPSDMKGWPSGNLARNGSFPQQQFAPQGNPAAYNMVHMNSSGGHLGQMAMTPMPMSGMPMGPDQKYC
IDE cell activ: human IDE activators in live cells, primary screen, fluorescence polarization, HEK cells, FAbeta-B substrate; Insulin-degrading enzyme (Homo sapiens), P14735; FAbeta-B cleavage; 0% vehicle, 100% cell-free pure enzyme wells; activation, % at 5.96 µM; actives 0.073% (n = 340,000); AID 493087, 2011;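 active = activation above the mean of all tested compounds plus 3 SD, set per screening campaign, cut at about 17% in these data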
IMP-1 inh: IMP-1 metallo-beta-lactamase inhibitors, primary screen, biochemical, epi-absorbance readout, Pseudomonas aeruginosa enzyme. metallo-beta-lactamase IMP-1 (Pseudomonas aeruginosa). inhibition, % at 5.6 µM. purified IMP-1, nitrocefin hydrolysis, epi-absorbance fluorescence. AID 1556, 2009. actives 0.45% (n = 290,000);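 active = inhibition above the mean plus 3 SD of all compounds in the same screening run, cut at about 4.5% in these data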;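 also: 0% = IMP-1 with DMSO and 100% = DMSO wells lacking enzyme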
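assay system = purified recombinant IMP-1 metallo-beta-lactamase enzyme | schedule = 15 min preincubation plus 25 min reaction at 25 °C | signal = Epi-absorbance fluorescence, 480 nm excitation, 530 nm emission | read-out basis = percent inhibition from optical density relative to buffer-blank wells | controls = IMP-1 with DMSO as 0%, enzyme-free DMSO as 100%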
HCV NS3 hel inh: inhibitors of HCV NS3 helicase, primary screen, biochemical, Cy5 molecular beacon fluorescence. Hepatitis C virus NS3 helicase. inhibition, % at 10.9 µM. actives 0.56% (n = 290,000). AID 1800, 2009. NS3 helicase DNA unwinding;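 active = inhibition above the mean of all tested compounds plus 3 SD, set per campaign, cut at about 35% in these data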;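 also: 0% = DMSO wells and 100% = thioflavine S control wells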
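Assay system – hepatitis C virus NS3 helicase domain fragment enzyme · Buffer or medium – MOPS pH 6.5, MgCl2, DTT, Tween20, BSA · Reagent – Cy5/quencher beacon DNA duplex and ATP to start · Compound – single 10.9 µM dose · Timing – 1 h at 25 °C · Technique – Cy5 beacon fluorescence read at start and 1 h · Measure – % inhibition of unwinding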
GalR3 antagonist: GalR3 antagonists in HEK293 cells, primary screen, cell-based, fluorescence readout. Galanin receptor type 3 (Homo sapiens), O60755. HEK293 GalR3-CNG cAMP membrane potential fluorescence; galR3 body fused to GalR1 C-terminus. inhibition, % at 3 µM. actives 0.44% (n = 360,000). AID 651719, 2012;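 active = inhibition above the screen-wide average plus 3 SD, cut at about 13% in these data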;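 also: forskolin and galanin both at EC90 stimulate the cells; cAMP rise reported by CNG channel membrane potential dye signal; 0% = forskolin plus galanin with DMSO and 100% = forskolin alone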
CRFR2-BP antag: antagonists of CRF-BP/CRF-R2 complex, primary screen, cell-based, HEK293, calcium dye fluorescence, uHTS; CRF-induced calcium fluorescence; inhibition, % at 11.8 µM; actives 0.59% (n = 350,000);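 active = inhibition of the ligand-induced calcium signal above about 50% at the single tested concentration, limit read from the data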
IDE cell inh: human IDE inhibitors in live cells, primary screen, fluorescence polarization, HEK cells, FAbetaB substrate | actives 0.41% (n = 320,000) | FAbetaB cleavage | AID 434962, 2010 | inhibition, % at 5.59 µM | Insulin-degrading enzyme (Homo sapiens), P14735;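 active = percent inhibition above the average of all tested compounds plus 3 SD, set per screening campaign, cut at about 16% in these data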;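 also: IDE supplied by intact live HEK cells; FP after avidin binding of uncleaved biotin substrate so inhibition keeps polarization high; 0% = DMSO wells and 100% = 60 µM reference IDE inhibitor Ii1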
SUMO HTRF inh: inhibitors of in vitro SUMOylation cascade, primary screen, biochemical, HTRF, uHTS. inhibition, % at 35 µM. AID 2006, 2009. actives 0.36% (n = 290,000). HTRF SUMOylation assay, SAE1/SAE2 + UBC9. SUMO-conjugating enzyme UBC9 (Homo sapiens), P63279; in the data active = inhibition above about 50%, passing the limit was not always enough; also: strong numbers were not always called active
* = called active by the depositor.

`COc1cccc(OCC(O)CN2CCC(Cc3ccccc3)CC2)c1` (stereo not given) gave VIM-2 inhibitor -2.8, p-CIP stab down -10, IDE cell activ 2, IMP-1 inh -3.6, HCV NS3 hel inh -5, GalR3 antagonist -6, CRFR2-BP antag -4, IDE cell inh 2 and SUMO HTRF inh 12.
For O=[N+]([O-])c1cc([N+](=O)[O-])c(Oc2cc(Cl)cc(Cl)c2)cc1NN1CCCCC1 the results were IDE cell activ 0, GalR3 antagonist -10, CRFR2-BP antag -4 and IDE cell inh -1.
Cc1nn(C)c(C)c1CNC(=O)/C=C/c1ccccc1F was read as VIM-2 inhibitor -2.6, p-CIP stab down -8, IDE cell activ 0, IMP-1 inh -2.0, HCV NS3 hel inh 3, GalR3 antagonist 1, CRFR2-BP antag 39, IDE cell inh 10 and SUMO HTRF inh 10.
CCC(=O)Nc1c2c(nn1-c1ccccc1)CSC2 was read as VIM-2 inhibitor -2.0, p-CIP stab down -13, IDE cell activ 4, IMP-1 inh -2.7, HCV NS3 hel inh 0, GalR3 antagonist 3, CRFR2-BP antag 1, IDE cell inh -5 and SUMO HTRF inh 6.
`Cc1csc(NC(=O)c2ccco2)n1` gave VIM-2 inhibitor -2.5, p-CIP stab down 6, IDE cell activ 5, IMP-1 inh -3.0, HCV NS3 hel inh 0, GalR3 antagonist -3, CRFR2-BP antag 20, IDE cell inh 1 and SUMO HTRF inh -10.
COc1ccc2cc(C(=O)NCc3ccco3)c(=O)oc2c1 was read as VIM-2 inhibitor -2.2, p-CIP stab down 0, IDE cell activ -1, IMP-1 inh -1.1, HCV NS3 hel inh -1, GalR3 antagonist 1, CRFR2-BP antag 5, IDE cell inh 3 and SUMO HTRF inh 12.
Screening CSc1cccc(NC(C)=O)c1 returned VIM-2 inhibitor 0.6, p-CIP stab down -2, IDE cell activ 4, IMP-1 inh -0.9, HCV NS3 hel inh -7, GalR3 antagonist -2, CRFR2-BP antag 11, IDE cell inh 5 and SUMO HTRF inh 24.
Screening O=C(O)c1sccc1NC(=O)c1c(Cl)cccc1Cl returned VIM-2 inhibitor -1.2, p-CIP stab down -12, IDE cell activ 5, IMP-1 inh -4.0, HCV NS3 hel inh -11, GalR3 antagonist -11, CRFR2-BP antag 19, IDE cell inh 0 and SUMO HTRF inh 17.
O=C1NC2c3ccccc3CC2O1 (stereo not given) was read as VIM-2 inhibitor -1.4, p-CIP stab down 1, IDE cell activ 0, IMP-1 inh -2.7, HCV NS3 hel inh 2, GalR3 antagonist 5, CRFR2-BP antag 22, IDE cell inh 2 and SUMO HTRF inh -2.
Screening COc1ccc(NC(=O)CN(C)S(=O)(=O)c2ccc(Br)s2)cc1 returned VIM-2 inhibitor -2.2, p-CIP stab down -6, IDE cell activ 0, IMP-1 inh -0.7, HCV NS3 hel inh 5, GalR3 antagonist -9, CRFR2-BP antag 25, IDE cell inh 6 and SUMO HTRF inh -14.
For C=CCC1(C#N)C(=S)NC2=C(C(=O)CC(C)(C)C2)C1c1ccc(Br)cc1 (stereo not given) the results were VIM-2 inhibitor 0.5, p-CIP stab down -1, IDE cell activ 1, IMP-1 inh -1.9, HCV NS3 hel inh 11, GalR3 antagonist -3, CRFR2-BP antag -11, IDE cell inh 1 and SUMO HTRF inh 32.
For CC(C)c1ccc(C2C(C(=O)c3ccco3)=C(O)C(=O)N2CC2CCCO2)cc1 (stereo not given) the results were VIM-2 inhibitor -3.6, p-CIP stab down -13, IDE cell activ -1, IMP-1 inh -5.0, HCV NS3 hel inh 56*, GalR3 antagonist -8, CRFR2-BP antag 1, IDE cell inh 5 and SUMO HTRF inh 3.
`COc1ccc(OC)c(NC(=O)c2cnc(Nc3ccccc3OC)c3ccccc23)c1` gave VIM-2 inhibitor 0.8, p-CIP stab down 2, IDE cell activ 6, IMP-1 inh -0.7, HCV NS3 hel inh -22, GalR3 antagonist 9, CRFR2-BP antag 29, IDE cell inh 1 and SUMO HTRF inh 2.
Screening COc1cc(OC)c(Nc2cc(C)nc3nc(C)nn23)cc1Cl returned VIM-2 inhibitor 35*, p-CIP stab down 12, IDE cell activ 4, IMP-1 inh -4.1, HCV NS3 hel inh 6, GalR3 antagonist 3, CRFR2-BP antag 1, IDE cell inh 2 and SUMO HTRF inh 0.
Cc1[nH]n(-c2ccccc2)c(=O)c1/C=N/NC(=O)C(C)C was read as VIM-2 inhibitor -3.1, p-CIP stab down -8, IDE cell activ -3, IMP-1 inh -3.8, HCV NS3 hel inh 5, GalR3 antagonist -7, CRFR2-BP antag 10, IDE cell inh 6 and SUMO HTRF inh -9.
`Cc1ncc([N+](=O)[O-])n1CC(=O)NCCc1ccccc1` gave VIM-2 inhibitor -2.3, p-CIP stab down 3, IDE cell activ 5, IMP-1 inh -2.4, HCV NS3 hel inh 0, GalR3 antagonist 1, CRFR2-BP antag 1, IDE cell inh 5 and SUMO HTRF inh -4.
For COc1ccc(-c2noc(CCCOc3ccc(Cl)cc3Cl)n2)cc1 the results were VIM-2 inhibitor -3.2, p-CIP stab down -1, IDE cell activ 4, IMP-1 inh -2.7, HCV NS3 hel inh 1, GalR3 antagonist -7, CRFR2-BP antag -16, IDE cell inh 5 and SUMO HTRF inh -49.
Nc1nc2c(ccc3ccccc32)s1 was read as IDE cell activ -7, GalR3 antagonist -5, CRFR2-BP antag -22 and IDE cell inh 3.
For CCOc1ccc(NC(=O)Cn2sc3nc(C)cc(C)c3c2=O)cc1 the results were VIM-2 inhibitor -0.8, p-CIP stab down -14, IDE cell activ -52, IMP-1 inh -3.9, HCV NS3 hel inh 0, CRFR2-BP antag -3, IDE cell inh 40* and SUMO HTRF inh 13.
`COc1ccc(-n2nc(C(=O)N3CCCCC3)c3ccccc3c2=O)cc1` gave VIM-2 inhibitor 0.3, p-CIP stab down 11, IDE cell activ 7, IMP-1 inh -0.4, HCV NS3 hel inh 5, GalR3 antagonist 0, CRFR2-BP antag -9, IDE cell inh 1 and SUMO HTRF inh 7.

Random excerpt: two entries already listed, in no set order.
COc1ccc2cc(C(=O)NCc3ccco3)c(=O)oc2c1 was read as VIM-2 inhibitor -2.2, p-CIP stab down 0, IDE cell activ -1, IMP-1 inh -1.1, HCV NS3 hel inh -1, GalR3 antagonist 1, CRFR2-BP antag 5, IDE cell inh 3 and SUMO HTRF inh 12.
Screening COc1ccc(NC(=O)CN(C)S(=O)(=O)c2ccc(Br)s2)cc1 returned VIM-2 inhibitor -2.2, p-CIP stab down -6, IDE cell activ 0, IMP-1 inh -0.7, HCV NS3 hel inh 5, GalR3 antagonist -9, CRFR2-BP antag 25, IDE cell inh 6 and SUMO HTRF inh -14.

(listing goes on)
`N#CCCn1cc(C(CC(=O)c2ccccc2)C(=O)O)c2ccccc21` (stereo not given) gave VIM-2 inhibitor 1.6, p-CIP stab down -8, IDE cell activ 5, IMP-1 inh -1.5, HCV NS3 hel inh 6, GalR3 antagonist 7, CRFR2-BP antag 1, IDE cell inh 2 and SUMO HTRF inh -7.
`COc1cccc(OC)c1C(=O)Nc1ccnn1C` gave VIM-2 inhibitor 0.3, p-CIP stab down 10, IDE cell activ 1, IMP-1 inh -2.1, HCV NS3 hel inh 0, CRFR2-BP antag 4, IDE cell inh -3 and SUMO HTRF inh 6.
`CCOC(=O)CSc1ncc(OC)c(=O)[nH]1` gave VIM-2 inhibitor -0.8, p-CIP stab down -5, IDE cell activ 1, IMP-1 inh -3.5, HCV NS3 hel inh 0, GalR3 antagonist -3, CRFR2-BP antag -1, IDE cell inh 2 and SUMO HTRF inh -3.
CS(=O)(=O)N(Cc1ccccc1)c1ccc(C(=O)NCc2ccccc2)cc1 was read as VIM-2 inhibitor -1.5, p-CIP stab down -2, IDE cell activ 3, IMP-1 inh -3.7, HCV NS3 hel inh -2, GalR3 antagonist -5, CRFR2-BP antag -38, IDE cell inh 5 and SUMO HTRF inh -3.
`CC(C(=O)Nc1cc([N+](=O)[O-])ccc1Cl)N1CCN(c2ccccc2)CC1` (stereo not given) gave VIM-2 inhibitor -2.7, p-CIP stab down -3, IDE cell activ 6, IMP-1 inh -2.0, HCV NS3 hel inh 7, GalR3 antagonist -2, CRFR2-BP antag 2, IDE cell inh 3 and SUMO HTRF inh -10.
For Cc1ccc(S(=O)(=O)Nc2ccc(S(=O)(=O)NC(C)(C)C)cc2)cc1 the results were VIM-2 inhibitor -3.2, p-CIP stab down -2, IDE cell activ 4, IMP-1 inh 0.4, HCV NS3 hel inh 3, GalR3 antagonist -5, CRFR2-BP antag -9, IDE cell inh 2 and SUMO HTRF inh 8.
Screening Cc1cccc(NC(=O)C2CCCN(S(=O)(=O)c3ccc4[nH]c(=O)ccc4c3)C2)c1 (stereo not given) returned VIM-2 inhibitor -2.5, p-CIP stab down -3, IDE cell activ 5, IMP-1 inh -3.2, HCV NS3 hel inh 9, GalR3 antagonist 3, CRFR2-BP antag -13, IDE cell inh 1 and SUMO HTRF inh 11.
Screening N/C(=N\OC(=O)c1ccc(Cl)c(Cl)c1)c1ccccn1 returned VIM-2 inhibitor 1.7, p-CIP stab down 3, IDE cell activ 1, IMP-1 inh -0.6, HCV NS3 hel inh -2, GalR3 antagonist -6, CRFR2-BP antag 3, IDE cell inh -4 and SUMO HTRF inh -10.
O=C(OCC(=O)N1CCN(C(=O)c2ccco2)CC1)c1ccccc1C(=O)c1ccccc1 was read as VIM-2 inhibitor -1.1, p-CIP stab down -4, IDE cell activ -2, IMP-1 inh 1.3, HCV NS3 hel inh -11, GalR3 antagonist -1, CRFR2-BP antag -14, IDE cell inh 6 and SUMO HTRF inh -2.
Screening CC(C)(C)c1ccc(NC(=O)N2CCCN(c3c(Cl)cncc3Cl)CC2)cc1 returned VIM-2 inhibitor -1.1, p-CIP stab down -1, IDE cell activ 4, IMP-1 inh -2.0, HCV NS3 hel inh -6, GalR3 antagonist 0, CRFR2-BP antag -4, IDE cell inh 3 and SUMO HTRF inh 3.
Screening CN(C(=O)CSC1=NC2C(N=N1)c1cc(Br)ccc1N2C)C1CCCCC1 (stereo not given) returned VIM-2 inhibitor -2.2, p-CIP stab down 5, IDE cell activ 3, IMP-1 inh -3.5, HCV NS3 hel inh -4, GalR3 antagonist -2, CRFR2-BP antag 5, IDE cell inh 2 and SUMO HTRF inh 12.
`Cc1noc(C)c1CCC(=O)N1CCCC(CCC(=O)NCc2ccccc2F)C1` (stereo not given) gave VIM-2 inhibitor -1.5, p-CIP stab down -2, IMP-1 inh -2.2, HCV NS3 hel inh 1, GalR3 antagonist 5, CRFR2-BP antag 10, IDE cell inh 2 and SUMO HTRF inh 18.
